FEN1 inh = qHTS Assay for the Inhibitors of Human Flap endonuclease 1 (FEN1); P39748; Recombinant FEN1 flap cleavage, fluorescence, 15 min; Potency, µM (titrated, usually from 114 µM), inactives show at the highest dose activity change, negative = inhibition, usual class: inhibitors; 390,000 tested, 0.35% active; AID 588795, 2011; further: nearly all actives have a fitted effect of over 65% in size
Target sequence (P39748 whole entry, looked up): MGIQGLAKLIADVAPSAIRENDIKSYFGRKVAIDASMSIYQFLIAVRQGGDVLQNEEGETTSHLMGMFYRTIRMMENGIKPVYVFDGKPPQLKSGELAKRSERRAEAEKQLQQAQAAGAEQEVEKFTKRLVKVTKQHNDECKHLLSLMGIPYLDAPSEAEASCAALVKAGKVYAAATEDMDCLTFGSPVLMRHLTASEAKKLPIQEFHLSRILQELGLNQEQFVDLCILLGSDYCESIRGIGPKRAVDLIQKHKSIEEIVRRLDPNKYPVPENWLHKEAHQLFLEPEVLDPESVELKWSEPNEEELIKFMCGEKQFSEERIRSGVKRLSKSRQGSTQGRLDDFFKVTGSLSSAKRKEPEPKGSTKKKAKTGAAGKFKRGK
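Concentration–response screening of FEN1 (10 nM): 15 min compound preincubation at room temperature, reaction started with 50 nM substrate and read at 0 and 15 min. Corrected, normalized data were fitted by a four-parameter Hill equation.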
DT40 TDP1 CPT = qHTS for Inhibitors of human tyrosyl-DNA phosphodiesterase 1 (TDP1): qHTS in cells in presence of CPT; chicken DT40 Tdp1-/-;hTDP1 cells + 20 nM CPT, ATP luminescence, 48 h; AID 686979, 2013; 420,000 tested, 12% active; Potency, µM (top dose mostly 46.2 µM), without a hit: at the highest dose activity change, negative = growth inhibition, actives largely listed as inhibitors; further: nearly all actives have a fitted effect of over 55% in size
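Cell growth measured by CellTiter-Glo luminescence after a minimum 48 h, 37 C compound exposure with 20 nM CPT in Tdp1-knockout DT40 cells stably expressing hTDP1, seeded 400/well; qHTS titration format.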
N370S GC = qHTS Assay for Inhibitors and Activators of N370S glucocerebrosidase as a Potential Chaperone Treatment of Gaucher Disease; Lysosomal acid glucosylceramidase (Homo sapiens), P04062; N370S GC spleen homogenate, 4MU-glucoside fluorescence; 330,000 tested, 0.092% active; Potency, µM (doses to about 59.4 µM), inactives show at the highest dose activity change, negative = inhibition, usual class: inhibitors;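 further: 0% = full enzyme activity and -100% = no enzyme basal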
The depositor's hits bear a star; [ ] = remark or other dose. The call rests on the fitted dose curve; in most records, active means well fitted curve in the direction sought with a large enough effect; inconclusive means small, poorly fitted or top-dose-only effect, or another doubt; inactive means no such curve, though single readings can be large; an effect the other way counts as inactive or inconclusive. Unless noted, on the % scale 0 is the no-effect control and ±100 the full control effect; potency means the concentration at half of the fitted maximal effect. Only part of the results is shown; the hit share may differ from the screen's.

COc1ccc(C2=NOC(Cn3nc(C(=O)NCc4ccc(OC(F)(F)F)cc4)cc3-c3ccccc3)C2)cc1 (stereo not drawn) was read as FEN1 inh 1.3%, DT40 TDP1 CPT inconclusive and N370S GC inconclusive.
Screening CSc1cccc(NC(=O)c2cccc(N3CCCS3(=O)=O)c2)c1 returned FEN1 inh 3.2% and DT40 TDP1 CPT inconclusive.
Screening CCOc1ccc(NC(=O)CC2C(=O)N(c3ccccc3)C(=S)N2Cc2ccccn2)cc1 (stereo not drawn) returned FEN1 inh 4.9%, DT40 TDP1 CPT -29.7% and N370S GC -9.7%.
For CC(=O)Nc1nc(C(=O)O)cs1 the results were FEN1 inh 8.5%, DT40 TDP1 CPT 8.1% and N370S GC 0.0%.
For Cc1oc(-c2cccs2)nc1CS(=O)CC(=O)NCc1ccc2c(c1)OCO2 (stereo not drawn) the results were FEN1 inh -6.2%, DT40 TDP1 CPT -14.4% and N370S GC -0.1%.
Screening Cc1ccccc1Nc1cc(C(=O)NCCCN2CCN(c3cccc(Cl)c3)CC2)c2ccccc2n1 returned FEN1 inh -13.1% and DT40 TDP1 CPT inconclusive.
For CCN(CC)c1ccc(NC(=O)Cn2nc(C)n3cccc3c2=O)c(C)c1 the results were FEN1 inh 0.6% and DT40 TDP1 CPT 14.6µM*.
Screening Cc1ccc(NC(=O)C2CCN(C(=O)OC(C)(C)C)CC2)cc1S(=O)(=O)N1CCCCC1 returned FEN1 inh 0.0% and DT40 TDP1 CPT inconclusive.
Cn1c(CNC(=O)Cc2ccc3c(c2)OCO3)nnc1SCc1ccccc1 was read as FEN1 inh -9.3%, DT40 TDP1 CPT 1.7% and N370S GC -1.3%.
`CN(C)C(=O)c1ccc(-c2nc(NC3CCNCC3)c3ccccc3n2)cc1` gave DT40 TDP1 CPT -4.1% and N370S GC -7.2%.
O=C(COc1ccccc1[N+](=O)[O-])Nc1ccc(CN2CCOCC2)cc1 was read as FEN1 inh 10.5%, DT40 TDP1 CPT -5.4% and N370S GC 8.4%.
Screening CCc1c(C)nc2cc(-c3ccccc3)[nH]n2c1=O returned FEN1 inh -9.3%, DT40 TDP1 CPT 8.2µM* and N370S GC -2.0%.
`Cc1ccc(-c2csc3ncnc(N4CCN(C)CC4)c23)cc1C` gave FEN1 inh -22.6%, DT40 TDP1 CPT inconclusive and N370S GC -26.9%.
Screening N#Cc1c(NC(=O)c2nc3ncccn3n2)sc2c1CCCCC2 returned FEN1 inh 9.7%, DT40 TDP1 CPT 7.3% and N370S GC 5.4%.
Screening COc1cc(NC(=O)COC(=O)CC(C)(C)C)c(C)cc1[N+](=O)[O-] returned FEN1 inh 2.7%, DT40 TDP1 CPT inconclusive and N370S GC -0.9%.
`CC(=O)CCc1oc2ccccc2c1-c1ccccc1` gave FEN1 inh -3.7%, DT40 TDP1 CPT -4.9% and N370S GC 16.2%.
Cc1cccc(C(=O)Nc2c(C#N)c(C)c(C)n2Cc2ccccc2)c1 was read as FEN1 inh -4.8%, DT40 TDP1 CPT inconclusive and N370S GC 7.0%.
O=C(CNCc1ccccc1)Nc1ccccc1-c1ccccc1 was read as FEN1 inh -1.1%, DT40 TDP1 CPT 12.0% and N370S GC -3.0%.
CC(C)c1cc(CNC(=O)C2CCC(=O)N(CCc3ccc(Cl)cc3)C2)on1 (stereo not drawn) was read as FEN1 inh -0.8%, DT40 TDP1 CPT 4.4% and N370S GC -0.1%.
For CCN1C(=O)/C(=C2\SC(N3CCOCC3)=NC2=O)c2ccccc21 the results were FEN1 inh 0.1%, DT40 TDP1 CPT -13.6% and N370S GC -2.7%.

Brought forward from above: 2 entries; new compounds follow.
CC(C)c1cc(CNC(=O)C2CCC(=O)N(CCc3ccc(Cl)cc3)C2)on1 (stereo not drawn) was read as FEN1 inh -0.8%, DT40 TDP1 CPT 4.4% and N370S GC -0.1%.
For CCN1C(=O)/C(=C2\SC(N3CCOCC3)=NC2=O)c2ccccc21 the results were FEN1 inh 0.1%, DT40 TDP1 CPT -13.6% and N370S GC -2.7%.
For O=C1[C@H](Cc2ccccc2)NCC=CC[C@H](c2ccc(Cl)cc2)N1Cc1ccccc1 the results were FEN1 inh 7.6% and DT40 TDP1 CPT inconclusive.
For COc1ccc(/C=C(/C#N)c2nc(-c3cc4ccccc4oc3=O)cs2)cc1 the results were FEN1 inh 0.3% and DT40 TDP1 CPT inconclusive.
`CCOC(=O)CCC(=O)Nc1cccc([N+](=O)[O-])c1` gave FEN1 inh -2.7%, DT40 TDP1 CPT 1.9% and N370S GC 2.4%.
For Oc1ccccc1N1CCN(c2nc(-c3cccs3)nc3ccccc23)CC1 the results were FEN1 inh -21.7%, DT40 TDP1 CPT -89.7% and N370S GC 4.47µM*.
For CCOC(=O)c1c(NC(=O)COC(=O)Cn2cnc3ccccc32)sc(C)c1C the results were FEN1 inh -0.7%, DT40 TDP1 CPT -25.6% and N370S GC -1.3%.
Screening CC1(C(=O)OCC(=O)Nc2ccc(Cl)cn2)CC1(Cl)Cl (stereo not drawn) returned FEN1 inh -19.3% and DT40 TDP1 CPT -18.1%.
Screening Cc1ccccc1OCCCn1c(-c2ccc(Cl)cc2)nc2ccccc2c1=O returned FEN1 inh 12.6% and DT40 TDP1 CPT -12.4%.
Screening CCOC(=O)C1=C(c2ccccc2)Nc2c(c(=O)n(C)c(=O)n2C)C1c1ccc(O)c(OC)c1 (stereo not drawn) returned FEN1 inh -14.8%, DT40 TDP1 CPT 0.5% and N370S GC -9.9%.
For COC1=CC2(O)CCCC2=CC1=O (stereo not drawn) the results were FEN1 inh 15.2%, DT40 TDP1 CPT -0.9% and N370S GC -3.1%.
Screening CCc1ccccc1NC(c1nnc(-c2cccc(F)c2)o1)c1ccc(F)cc1Cl (stereo not drawn) returned FEN1 inh -11.9% and DT40 TDP1 CPT -14.0%.
Screening OCC1(CCOc2ccccc2)CCN(C2Cc3ccccc3C2)CC1 returned FEN1 inh -13.5%, DT40 TDP1 CPT inconclusive and N370S GC -3.2%.
`O=C(c1ccccn1)C1CCCN(Cc2nc(Cc3cccc(F)c3)no2)C1` (stereo not drawn) gave FEN1 inh -12.9%, DT40 TDP1 CPT inconclusive and N370S GC -0.2%.
`Cc1ccc(C)c(Cn2c3ccccc3c3cnn(CC(=O)NCCCN4CCOCC4)c(=O)c32)c1` gave FEN1 inh 3.7%, DT40 TDP1 CPT inconclusive and N370S GC -19.9%.
Screening O=C(CSc1nnc(-c2cccc(S(=O)(=O)N3CCOCC3)c2)n1C1CCCCCC1)NCc1ccccc1 returned FEN1 inh -15.7%, DT40 TDP1 CPT 22.4µM* and N370S GC -19.0%.
For COc1nc(N)c(C#N)c(-c2ccc(N(C)CCC#N)cc2)c1C#N the results were FEN1 inh 1.8%, DT40 TDP1 CPT 18.4µM* and N370S GC 11.7%.
`CCc1ccccc1NC(=O)Cn1c(=O)n(Cc2ccc(OC)cc2)c(=O)c2oc3ccccc3c21` gave FEN1 inh -5.2% and DT40 TDP1 CPT 9.2µM*.
For CC(C)N(Cc1ccccc1)C(=O)COC(=O)c1ccc2ncsc2c1 the results were FEN1 inh -6.4% and DT40 TDP1 CPT -2.5%.
Screening CN(C)CCSc1nc(N)c2c3c(sc2n1)CN(C)CC3 returned FEN1 inh -22.7%, DT40 TDP1 CPT inconclusive and N370S GC 11.4%.
`CCOC(=O)C(C)Sc1nc(C2CC2)cc(C(F)(F)F)c1C#N` (stereo not drawn) gave FEN1 inh -21.8%, DT40 TDP1 CPT -4.1% and N370S GC 7.1%[12.8 µM].
For C=CCn1cc(CN2CCC(C(=O)Nc3ccc(Oc4cccnc4)cc3)CC2)c(C)n1 the results were FEN1 inh -6.1%, DT40 TDP1 CPT -9.5% and N370S GC -5.8%.

Reprinted from the part before: 6 compounds, then new ones.
For COc1nc(N)c(C#N)c(-c2ccc(N(C)CCC#N)cc2)c1C#N the results were FEN1 inh 1.8%, DT40 TDP1 CPT 18.4µM* and N370S GC 11.7%.
`CCc1ccccc1NC(=O)Cn1c(=O)n(Cc2ccc(OC)cc2)c(=O)c2oc3ccccc3c21` gave FEN1 inh -5.2% and DT40 TDP1 CPT 9.2µM*.
For CC(C)N(Cc1ccccc1)C(=O)COC(=O)c1ccc2ncsc2c1 the results were FEN1 inh -6.4% and DT40 TDP1 CPT -2.5%.
Screening CN(C)CCSc1nc(N)c2c3c(sc2n1)CN(C)CC3 returned FEN1 inh -22.7%, DT40 TDP1 CPT inconclusive and N370S GC 11.4%.
`CCOC(=O)C(C)Sc1nc(C2CC2)cc(C(F)(F)F)c1C#N` (stereo not drawn) gave FEN1 inh -21.8%, DT40 TDP1 CPT -4.1% and N370S GC 7.1%[12.8 µM].
For C=CCn1cc(CN2CCC(C(=O)Nc3ccc(Oc4cccnc4)cc3)CC2)c(C)n1 the results were FEN1 inh -6.1%, DT40 TDP1 CPT -9.5% and N370S GC -5.8%.
`CC1CCN(C(=O)CCNS(=O)(=O)c2ccccc2)CC1` gave FEN1 inh -3.8%, DT40 TDP1 CPT 14.2% and N370S GC -22.2%.
Screening S=C(NCC1CCCO1)N1CCN(Cc2ccccc2Cl)CC1 (stereo not drawn) returned FEN1 inh -7.1%, DT40 TDP1 CPT inconclusive and N370S GC -5.1%.
For Cc1ccc(NC2CC(=O)N(c3cccc([N+](=O)[O-])c3)C2=O)cc1 (stereo not drawn) the results were FEN1 inh 2.1%, DT40 TDP1 CPT 6.7% and N370S GC -15.1%.
Cc1ccccc1CSc1nc2c([nH]c3ccccc32)c(=O)n1-c1ccccc1 was read as FEN1 inh 17.3% and DT40 TDP1 CPT -5.5%.
`COc1ccc(N2CCN(C(=S)NCc3ccccc3)CC2)cc1` gave FEN1 inh 6.9%, DT40 TDP1 CPT -12.7% and N370S GC -10.6%.
For COc1ccc(-c2csc3nc(-c4cccnc4)nc(N4CCC(C(N)=O)CC4)c23)cc1OC the results were FEN1 inh -22.1%, DT40 TDP1 CPT inconclusive and N370S GC -25.9%.
`CCCCNC(=O)CC1S/C(=N/N=C/c2ccc(OC)cc2)NC1=O` (stereo not drawn) gave FEN1 inh 6.4%, DT40 TDP1 CPT 0.0% and N370S GC -2.8%.
For CCC(=O)NC(=S)Nc1ccc(NC(=O)c2ccc(OC)cc2)cc1 the results were FEN1 inh -9.5%, DT40 TDP1 CPT 19.6% and N370S GC -2.0%.
For Cc1ccc2nc(-c3cccs3)oc(=O)c2c1 the results were FEN1 inh -2.6%, DT40 TDP1 CPT 4.6% and N370S GC 13.0%.
`CCn1cc(C(=O)NCCCN2CC(C)CC(C)C2)c2cc(OC)c(OC)cc2c1=O` (stereo not drawn) gave FEN1 inh -9.6%, DT40 TDP1 CPT 0.3% and N370S GC -10.4%.
`CCN(CC)CCOc1ccc(Br)cc1` gave FEN1 inh -4.7%, DT40 TDP1 CPT -9.0% and N370S GC 7.1%.
`Cc1ccccc1OCC(=O)Nc1nnc(-c2ccncc2)s1` gave FEN1 inh 9.3%, DT40 TDP1 CPT -11.1% and N370S GC 10.8%.
CCOc1ccccc1CNC(=O)C1CCN(S(=O)(=O)c2c(C)noc2/C=C/c2ccc(C)cc2)CC1 was read as FEN1 inh 10.1% and DT40 TDP1 CPT inconclusive.
Screening CCC1C(=O)N=C(SCC(=O)Nc2ccccc2)NC1=O (stereo not drawn) returned FEN1 inh -8.0%, DT40 TDP1 CPT 6.6% and N370S GC 16.0%.
For COc1ccc(NC(=O)c2c(NC(=O)CNCc3ccco3)sc3c2CCC3)cc1 the results were FEN1 inh -17.6%, DT40 TDP1 CPT -16.6% and N370S GC 17.4%.
`CCOCCOC(=O)C(C)Oc1ccc(Oc2nc(Cl)ccc2Cl)cc1` (stereo not drawn) gave FEN1 inh 5.8%, DT40 TDP1 CPT -7.4% and N370S GC -3.1%.
`Cc1ccc(S(=O)(=O)N(C)C)cc1NC(=S)NC1CCCC(C)C1C` (stereo not drawn) gave FEN1 inh -1.7%, DT40 TDP1 CPT 20.6µM* and N370S GC 13.0%.
Screening CC(C)c1ccc(-c2noc(SCC(=O)N3CCCCC3)n2)cc1 returned FEN1 inh 3.6% and DT40 TDP1 CPT inconclusive.
Screening CC(=O)N1c2ccc(S(=O)(=O)N3CCCCC3)cc2CC1C(=O)Nc1ccc(F)cc1C (stereo not drawn) returned FEN1 inh 1.5%, DT40 TDP1 CPT -22.4% and N370S GC -1.5%.
For N#CCC(=O)Nc1ccc(C(=O)NCCC(c2ccccc2)c2ccccc2)cc1 the results were FEN1 inh -9.1%, DT40 TDP1 CPT 2.5% and N370S GC -4.8%.
For COc1ccc(Nc2cc(C(=O)NCCCN(C)C3CCCCC3)c3ccccc3n2)c(OC)c1 the results were FEN1 inh -18.4% and DT40 TDP1 CPT inconclusive.
Cc1ccc(NC(=O)CCn2c(=O)c3cccn3c3ccccc32)cc1Cl was read as FEN1 inh 12.0% and DT40 TDP1 CPT 18.4µM*.
